Assay outcomes: PubChem BioAssay, several laboratories
OX1R antag = OX1R (human) antagonism | OX1R-expressing cells, FRET antagonist read-out | 330,000 tested, 1.8% active | inhibition, % at 6.6 µM; in the data active = inhibition mostly above about 38%, no sharp cut-off; inactive = mostly below about 40%;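 note: 0% = agonist challenge alone and 100% = reference antagonist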
STK33 kinase inh = inhibitors of human STK33 kinase. Q9BYT3. purified STK33, MBP phosphorylation, ADP-Glo luminescence. inhibition, % at 10 µM. 320,000 tested, 0.073% active. AID 2661;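 active = inhibition at or above 25%, using the most active replicate where run in duplicate; inactive = inhibition below 25%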
KCNQ2 block = KCNQ2 potassium channel inhibitors, primary screen, cell-based, CHO-K1, FluxOR thallium flux, B-score (AID 2156); O88943; 20 min; stronger effect = lower value; B-score at 10 µM; 310,000 tested, 1.1% active;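 active = fluorescence ratio B-score at most minus 3 library SDs, with starting brightness B-score within 2 library SDs, cut at about -5.5 in these data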
Target sequence (O88943 whole entry, looked up): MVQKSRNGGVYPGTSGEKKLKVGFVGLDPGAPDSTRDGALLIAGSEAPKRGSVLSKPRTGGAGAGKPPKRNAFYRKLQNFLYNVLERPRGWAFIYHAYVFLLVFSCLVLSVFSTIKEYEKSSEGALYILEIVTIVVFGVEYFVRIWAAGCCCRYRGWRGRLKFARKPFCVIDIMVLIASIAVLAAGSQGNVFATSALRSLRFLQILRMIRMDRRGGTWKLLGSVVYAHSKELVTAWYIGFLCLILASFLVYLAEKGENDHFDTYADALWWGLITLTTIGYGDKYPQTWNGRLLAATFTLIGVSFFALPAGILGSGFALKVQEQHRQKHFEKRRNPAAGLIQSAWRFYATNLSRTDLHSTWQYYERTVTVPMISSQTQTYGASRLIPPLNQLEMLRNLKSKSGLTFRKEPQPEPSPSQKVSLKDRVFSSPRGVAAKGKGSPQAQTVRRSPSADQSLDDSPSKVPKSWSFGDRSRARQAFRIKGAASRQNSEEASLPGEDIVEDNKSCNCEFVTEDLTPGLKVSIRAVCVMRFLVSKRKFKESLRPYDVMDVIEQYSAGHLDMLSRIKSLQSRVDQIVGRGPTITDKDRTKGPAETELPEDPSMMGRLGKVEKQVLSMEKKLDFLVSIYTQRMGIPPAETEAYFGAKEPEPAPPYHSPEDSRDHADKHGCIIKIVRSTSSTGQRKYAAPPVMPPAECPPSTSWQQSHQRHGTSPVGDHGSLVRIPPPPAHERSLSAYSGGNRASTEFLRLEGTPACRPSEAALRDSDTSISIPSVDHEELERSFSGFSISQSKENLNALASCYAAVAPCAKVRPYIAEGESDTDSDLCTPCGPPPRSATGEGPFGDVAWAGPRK
* = called active by the depositor; i = inactive; / = not tested or not shown.

SMILES	OX1R antag	STK33 kinase inh	KCNQ2 block
O=C(NNS(=O)(=O)c1ccccc1)c1csc(-c2cccnc2)n1	8	2.6	i
Cn1c(=O)c2[nH]c(CCCC(=O)O)nc2n(Cc2ccccc2)c1=S	12	0.8	i
COc1ccccc1CN1CCN(C(=O)c2ccco2)CC1	12	-2.5	i
COc1ccc(C(c2c(C)n(C)n(-c3ccccc3)c2=O)c2c(C)n(C)n(-c3ccccc3)c2=O)cc1	12	0.6	i
Cc1ccc2nc(NC(=O)C3CC(=O)N(Cc4ccco4)C3)sc2c1 (stereo not given)	14	5.7	i
CCC(CC)C(=O)Nc1cc([N+](=O)[O-])ccc1Cl	51	-1.3	i
CS(=O)(=O)c1ccc2nc(NC(=O)c3cccc(NS(=O)(=O)c4ccc(F)c(F)c4)c3)sc2c1	35	0.6	i
O=C(CSc1nc2[nH]c(=O)[nH]c(=O)c2s1)Nc1cccc(F)c1	0	-1.9	/
CCn1c(SCC(=O)NNC(=O)c2ccc(OC)cc2)nnc1-c1cccnc1	7	-3.5	i
C/C(CC(=O)NCCCN1CCOCC1)=N\NC(=O)COc1ccc(Cl)cc1	29	-2.1	i
O=C1NC(=O)/C(=C\c2ccc(OCc3ccccc3)cc2)S1	10	0.0	i
CC(Nc1nc(-c2ccncc2)nc2ccccc12)c1ccccc1 (stereo not given)	14	-1.6	i
COc1cc(OC)cc(N(C(=O)c2snc(C(N)=O)c2N)C(C(=O)NCC2CCCO2)c2ccc(C)o2)c1 (stereo not given)	43	-0.3	i
Cc1ccc(C(=O)N2CCCC(CCC(=O)N3CCN(c4ccccn4)CC3)C2)cn1 (stereo not given)	17	-1.2	i
CC1(C)CC(=O)C2=C(C1)OC(N)=C(C#N)C2c1ccccc1OC(=O)N1CCOCC1 (stereo not given)	29	-1.0	i
CCOC(=O)CSc1nc2ccc(NC(=O)CSc3nnnn3Cc3ccccc3)cc2s1	12	-0.7	i
COc1ccc(C(=O)C=CNNC(=O)c2ccc(Cl)cc2)cc1	8	1.4	i
Cc1ccc(C(O)c2nccn2C)o1 (stereo not given)	17	-0.4	i
Cc1c(NC=C(C#N)C#N)c(=O)n(-c2ccccc2)n1C	7	-2.5	i
Cc1nn2c(-c3cccnc3)ccnc2c1-c1ccccc1	22	-1.5	i
COc1ccc2cc(C(=O)N(C)CC(=O)Nc3ccccc3Br)ccc2c1	1	0.3	/
CCc1cc2ccc(C)cc2nc1SCC(=O)NC1CCCC1	19	-0.1	i
O=C(O)CSCC(=O)Nc1cc(C(F)(F)F)ccc1Cl	6	-0.3	i
COC(=O)c1nn(-c2ccc(C)cc2)ccc1=O	7	-0.5	i
O=C(Nc1cc(S(=O)(=O)N2CCOCC2)ccc1Oc1ccc(F)cc1)C1=COCCO1	27	-2.0	i
COc1ccc(OC)c2[nH]c(=O)c(CCNC(=O)C(C)C)cc12	6	1.4	i
CC1(C(=O)N(CC(=O)NC2CCCC2)Cc2ccccc2)CC(=O)N=C2C=CC=CN21 (stereo not given)	22	-0.3	i
O=S(=O)(Nc1cccc(-c2ccc(N3CCCCCC3)nn2)c1)c1ccccc1Cl	9	-2.8	i
COc1cccc(NC(=O)c2ocnc2C)c1	2	1.1	i
CCCC(=O)Nc1cc(OC)c(C(=O)OC)cc1Cl	17	-1.7	i
Cc1ccc2nsnc2c1S(=O)(=O)N1CCN(C(=O)C2CCCO2)CC1 (stereo not given)	69*	-1.3	i
Nc1ncnc2c1ncn2C1OC(CO)C(O)C1N (stereo not given)	16	0.3	i
CCc1nc2ccccc2n1Cc1ccc(OC)c(OC)c1	5	-1.7	i
CCOc1nc(NCCc2ccc(OC)c(OC)c2)nc(NC(C)(C)CO)n1	10	1.6	i
CC1CCN(CC(=O)Nc2ccc(Cl)cc2[N+](=O)[O-])CC1	11	-1.0	i
Cc1cc(NC(=O)CSc2nc3c(c(=O)n2C)SCC3)no1	11	0.0	i
O=C(CSc1nnc(C2COc3ccccc3O2)o1)Nc1nccs1 (stereo not given)	7	-1.1	i
COc1ccc(C)cc1NC(=O)CSc1nnc(-c2ccccn2)n1Cc1ccco1	30	-2.3	i
COCCN(C(=O)c1cc(OC)c(OC)c(OC)c1)c1c(N)n(Cc2ccccc2)c(=O)[nH]c1=O	1	-1.2	i
CCOC(=O)NC(=O)CSc1ccccn1	14	0.7	i

Compounds from the list above that contain a furan ring, fused or not:
SMILES	OX1R antag	STK33 kinase inh	KCNQ2 block
COc1ccccc1CN1CCN(C(=O)c2ccco2)CC1	12	-2.5	i
Cc1ccc2nc(NC(=O)C3CC(=O)N(Cc4ccco4)C3)sc2c1 (stereo not given)	14	5.7	i
COc1cc(OC)cc(N(C(=O)c2snc(C(N)=O)c2N)C(C(=O)NCC2CCCO2)c2ccc(C)o2)c1 (stereo not given)	43	-0.3	i
Cc1ccc(C(O)c2nccn2C)o1 (stereo not given)	17	-0.4	i
COc1ccc(C)cc1NC(=O)CSc1nnc(-c2ccccn2)n1Cc1ccco1	30	-2.3	i

The results go on.
SMILES	OX1R antag	STK33 kinase inh	KCNQ2 block
O=C(NNc1ccccc1[N+](=O)[O-])Nc1ccccc1	13	0.4	i
CCCCN(C(=O)c1ccc(S(=O)(=O)N(C)C)cc1)c1nc2ccccc2s1	6	-0.6	i
O=C(/C=C/c1ccco1)OCc1nnc(-c2ccc(Cl)cc2)o1	20	1.0	i
O=C(NCc1ccc(F)c(F)c1)C1CCC(=O)N(CC2CCCCC2)C1 (stereo not given)	15	-0.6	i
O=C(CSCc1ccc(F)cc1)N1CCN(c2ccc(F)cc2)CC1	11	0.0	i
CC(C)NC(=O)Nc1ccc2c(c1)C(=O)N([C@H](C)CO)C[C@H](C)[C@@H](CN(C)C(=O)Nc1ccccc1)O2	3	0.2	/
Cc1cc(NC(=O)CSc2nc(C(C)C)nc3sc4c(c23)CCCC4)no1	17	0.3	i
O=C(NCC(=O)c1ccccc1)OCc1ccc([N+](=O)[O-])cc1	1	-1.1	i
O=C(CSc1ccc(/C=N/NC(=O)c2cccc(F)c2)o1)Nc1ccccc1	19	-0.7	i
O=C(O)Cc1ccc2oc(-c3ccccn3)nc2c1	16	0.8	i
CC(=O)NC(Cc1ccccc1F)C(=O)NC1CCN(C(=O)NCc2ccccc2)CC1 (stereo not given)	-3	2.2	i
O=C(Cc1cccs1)N1CCC(c2nc3c(nnn3Cc3ccccc3Cl)c(=O)[nH]2)CC1	8	1.1	i
CC(=O)c1cccc(Nc2ncnc3ccc(Br)cc23)c1	74*	2.3	i
COc1ccccc1NC(=S)N(C(C)C)C(C)c1ccccn1 (stereo not given)	8	-0.5	i
CCCOc1ccc(S(=O)(=O)n2cc(F)c(=O)[nH]c2=O)cc1	12	-1.4	i
c1ccc(-c2ccc(C(c3ccccc3)n3ccnc3)cc2)cc1 (stereo not given)	23	-1.8	i
O=C(O)c1cc(Br)ccn1	0	-0.7	i
COc1ccc(CCNS(=O)(=O)c2cc(/C=C/C(=O)O)ccc2C)cc1OC	13	-1.2	i
CN(C)c1nc(N)nc(-c2cccnc2)n1	8	-1.1	i
COc1ccccc1CNC(=O)COC(=O)C1CCN(c2ccc(C(F)(F)F)cn2)CC1	25	1.0	-6.8*

More structures.
molecule,OX1R antag,STK33 kinase inh,KCNQ2 block
COc1ccc(CNC(=S)Nc2cccc(C)c2)cc1,6,-1.4,i
CCOCCc1nnc(NC(=O)CCc2ccccc2)s1,9,-1.4,i
Cc1cc2n(n1)SC(Nc1ccc(F)cc1)N2 (stereo not given),2,-0.5,i
O=C(CCNc1ccc(Cl)c(C(F)(F)F)c1)c1ccco1,32,0.1,i
O=C(N=Nc1c(O)n(Cc2ccccc2)c2ccccc12)c1ccc(O)cc1,10,0.6,i
CC(C)(C)C1(C)OC(C(N)=O)C(C(N)=O)O1 (stereo not given),5,0.2,i
Clc1ccccc1-c1nc2ccccc2[nH]1,4,-0.3,i
CCN(CC)C(=O)C[n+]1cccc(C(N)=O)c1,21,-4.3,i
Cc1ccccc1OCC(=O)NCCCNC(=O)c1cccnc1,12,-0.3,i
COCCCN1C(=O)N(c2ccc(F)cc2)C(=O)C1CC(=O)Nc1ccc(OC)cc1 (stereo not given),7,-0.5,i
Cc1c(C(=O)O)oc2ccc(S(=O)(=O)NCc3ccccc3)cc12,2,0.0,i
CCCCNC(=O)CCC(=O)Nc1ccc2nc(N3CCOCC3)cc(C)c2c1,8,-1.0,i
O=C(CCc1nnc(CCCCc2ccccc2)o1)NCCN1CCOC1=O,5,-0.5,i
O=C(NC1CCCCC1)c1cc(-c2ccco2)on1,13,-1.8,i
CCOC(=O)c1oc2ccccc2c1CN1CC(C)OC(C)C1 (stereo not given),8,-1.4,i
COc1ccc(C(=O)NCCSc2ccccn2)cc1,10,/,i
Cc1ccc(C(=O)N2CCCCCC2)cc1S(=O)(=O)N1CCOCC1,4,-1.2,i
COc1ccc(Cn2c(CCC(=O)Nc3ccccc3OC)nc3cccnc32)cc1,19,-0.9,i
Cc1ccc(N2CC(O)(c3cccs3)[N+]3=C2CCCC3)cc1 (stereo not given),6,-0.5,i
Cc1ccc(CCNC(=O)C2CCCN(S(C)(=O)=O)C2)cc1 (stereo not given),3,0.9,i
CC(C)c1ccc(N)c(S(=O)(=O)O)c1,12,-2.5,i
O=C(O)c1cc(NCc2c(F)cccc2Cl)ccc1N1CCOCC1,8,-1.0,i
COCCNC(=O)c1onc(CS(=O)(=O)c2cc(C)cc(C)c2)c1C(=O)NCCOC,30,0.2,i
O=C(NCCNC(=O)c1cc(OCC(F)(F)F)ccc1OCC(F)(F)F)Nc1ccc(Cl)cc1,7,1.7,i
COc1ccc(NS(=O)(=O)c2cn(C)c(=O)n(C)c2=O)cc1,8,-1.5,i
CCC(C)N(C)Cc1cccc(C2(O)CCN(S(=O)(=O)c3ccc(F)c(C)c3)CC2)c1 (stereo not given),16,/,i
Cc1cc(NC(=O)c2cnn3c(C(F)F)cc(-c4ccccc4)nc23)no1,25,0.2,i
Cc1cccc(NC(=O)C2C3C=CC(O3)C2C(=O)O)c1 (stereo not given),5,-3.5,i
CNS(=O)(=O)c1cccc(C(=O)OCC(=O)N2CCc3ccccc3C2)c1,13,0.4,i
Nc1c(C(=O)N/N=C/c2ccc(OCc3ccccc3)cc2)cnn1-c1ccccc1,27,-0.3,i
CC(OC(=O)C1CCCC1)C(=O)Nc1ncc(Cl)cc1Cl (stereo not given),-1,-0.5,/
Cc1ccc(OC(=O)c2sc3ncn(C)c(=O)c3c2C)cc1,12,-1.8,i
CCn1ncc(/C=C2/SC(=S)NC2=O)c1C,28,-1.1,i
Cc1nc2ccc(C(=O)N/N=C/c3ccc(O)cc3)cc2[nH]1,13,-0.2,i
CCN(CC)C(=O)CSc1nc2ccc(NC(=O)CSc3nnc(N)s3)cc2s1,10,-0.2,i
Cc1cc(S(=O)(=O)N(Cc2ccccc2F)C2CC2)ccc1-n1cnnn1,16,-0.6,i
CCOc1ccc(S(=O)(=O)N2CCOCC2)cc1NC(=O)CN1C(=O)NC(CC)(c2ccccc2)C1=O (stereo not given),14,-1.9,i
Nc1cc(C(Cl)=C(Cl)Cl)c(S(N)(=O)=O)cc1S(N)(=O)=O,13,0.3,/
O=C(O)CCc1ccc(-c2ccccc2)n1CC(=O)Nc1cccc(C(F)(F)F)c1,/,-0.1,i
Cc1ccccc1-c1nc(CS(=O)(=O)CC(=O)N2CCCCC2)c(C)o1,26,-0.5,i
Cn1c(=O)n(Cc2ccccc2Cl)c2ccccc21,25,-0.5,i
CCOC(=O)CC1=C(C(=O)OCC)C(c2cc(OC)c(OC)cc2OC)C(C#N)=C(N)O1 (stereo not given),16,1.0,i
COC(=O)CNC(=O)CNC(=O)Nc1ccccc1Cl,9,-1.0,i
CNC(=O)CSc1nnc(-c2ccco2)n1-c1cc(C)ccc1C,6,-1.2,i
N/C(CCCN1CCCCC1)=N/O,21,-1.3,i
CC(C)NC(=O)COC(=O)c1cc(=O)[nH]c2ccccc12,10,-0.4,i
N#Cc1ccc(-c2cn(-c3ccccc3)c3[n+]2CCCS3)cc1,1,-1.6,i
O=C(O)c1ccccc1-c1nc2ccccc2n1-c1ccccc1,31,-0.6,i
Cn1c(=O)c2c(nc(Br)n2C/C=N/NC(N)=S)n(C)c1=O,10,-0.7,i
COc1ccc(S(=O)(=O)N2CCCOC2CNC(=O)C(=O)NCCCN2CCOCC2)cc1 (stereo not given),11,-0.5,i
